MBD2 inh: inhibitors of human MBD2 binding to methylated oligonucleotide; Q9UBB5; TR-FRET; inhibition, % at 4.4 µM; 0.31% of 370,000 active; in the data active = inhibition above about 13%
LEDGF integ inh: blocks HIV-1 LEDGF/p75-dependent DNA integration. TR-FRET IN-LEDGF/p75 DNA integration, Eu/Cy5. inhibition, % at 3.7 µM. 0.64% of 370,000 active. AID 743269;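 active = inhibition above the screen-wide mean plus 3 SD, cut at about 13% in these data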;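 also: signal is the Cy5 over europium emission ratio at 671 and 618 nm; 0% = plate median of compound wells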
TDP2 absorb: TDP2 (human) inhibition, absorbance primary screen; O95551; recombinant TDP2, T5PNP hydrolysis, p-nitrophenol absorbance 415 nm; inhibition, % at 12.8 µM; 0.34% of 370,000 active;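 active = inhibition above the mean of all tested compounds plus 3 SD, set per campaign, cut at about 25% in these data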;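 also: 0% = DMSO with enzyme and 100% = buffer with substrate but no TDP2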
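Test system: human TDP2 enzyme; Input: 120 nM TDP2 per well; Buffer or medium: Mg2+-containing Tris-HCl buffer, pH 7.5; Reagent: 5 mM T5PNP; Dosing: 12.8 µM single point, 1% DMSO; Incubation: reaction 2 h, 37 °C; Detection: p-Nitrophenol epi absorbance; Read-out: % inhibition relative to enzyme-containing and enzyme-free wells; Replicates: single well per compound.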
PRMT1 FP inh: blocks human protein arginine methyltransferase 1; Q99873; recombinant PRMT1, activity-based probe fluorescence polarization; inhibition, % at 2.79 µM; 1.3% of 370,000 active;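 active = inhibition above about 21% made by adding two undisclosed values, limit read from the data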
HTRA1 inhibitor: inhibitors of human serine peptidase HTRA1; recombinant HTRA1, FP-rhodamine activity-based probe, fluorescence polarization; 0.5% of 340,000 active; inhibition, % at 5.96 µM; in the data active = inhibition above about 36%;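 also: 0% = enzyme with DMSO and 100% = wells lacking enzyme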
SIAE primary: human SIAE inhibition, primary screen; 0.69% of 370,000 active; SIAE FP-Rh probe binding, fluorescence polarization; inhibition, % at 9.66 µM;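 active = inhibition above a cutoff: mean of compounds within the control limits plus 3 SD of those, cut at about 17% in these data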;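 also: 0% = plate median of compound wells and 100% = probe without SIAE protein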
TCR-CD3 inh: blocks the human TCR-CD3 interaction; TAMRA-labeled TCR probe fluorescence, biochemical; inhibition, % at 9.4 µM; 0.37% of 360,000 active; AID 651800; in the data active = inhibition above about 19%;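 also: recombinant mutant TCR 2C K166C tagged with TAMRA read by polarization; 0% = receptor in buffer alone and 100% = receptor with positive control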
rCAG binder: r(CAG) repeat RNA binding; inhibition, % at 3 µM; TO-PRO-1 dye displacement fluorescence; 1.3% of 370,000 active;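 active = inhibition above the plate cutoff, the mean of all test compounds on that plate plus 3 SD, cut at about 35% in these data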;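 also: 0% = DMSO alone and 100% = 100 µM mitoxantrone as full dye displacement; higher means more dye released from RNA so lower well fluorescence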
ABHD4 inh: inhibitors of mouse ABHD4. Q8VD66. purified mABHD4, FP-Rh probe fluorescence polarization. inhibition, % at 8.92 µM. 0.54% of 370,000 active;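 active = inhibition exceeding the mean over every tested compound plus 3 SD, cut at about 30% in these data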;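 also: 0% = plate median of compound wells and 100% = S159A mutant with DMSO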
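Assay system: Wild-type mouse ABHD4 protein | Medium: HEPES pH 7.0 buffer, 150 mM NaCl, 0.01% Pluronic F-127 | Incubation: Enzyme–compound pre-incubation 45 min, then probe 60 min, both 25 °C | Technique: Fluorescence polarization with parallel and perpendicular emission, 525/598 nm | Evaluation: % inhibition of FP-Rh probe binding versus controls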
NPR2 activator: GC-B (human) receptor activation; P20594; HEK293-GC-B cells, CNP EC30, cGMP TR-FRET; 0% at EC30 CNP, 100% saturating CNP; activation, % at 10 µM; 0.11% of 370,000 active; AID 1920062;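 active = activation at 10 µM reaching about 35% in either raw or pattern-adjusted values, limit read from the data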
Target sequence (P20594 whole entry, looked up): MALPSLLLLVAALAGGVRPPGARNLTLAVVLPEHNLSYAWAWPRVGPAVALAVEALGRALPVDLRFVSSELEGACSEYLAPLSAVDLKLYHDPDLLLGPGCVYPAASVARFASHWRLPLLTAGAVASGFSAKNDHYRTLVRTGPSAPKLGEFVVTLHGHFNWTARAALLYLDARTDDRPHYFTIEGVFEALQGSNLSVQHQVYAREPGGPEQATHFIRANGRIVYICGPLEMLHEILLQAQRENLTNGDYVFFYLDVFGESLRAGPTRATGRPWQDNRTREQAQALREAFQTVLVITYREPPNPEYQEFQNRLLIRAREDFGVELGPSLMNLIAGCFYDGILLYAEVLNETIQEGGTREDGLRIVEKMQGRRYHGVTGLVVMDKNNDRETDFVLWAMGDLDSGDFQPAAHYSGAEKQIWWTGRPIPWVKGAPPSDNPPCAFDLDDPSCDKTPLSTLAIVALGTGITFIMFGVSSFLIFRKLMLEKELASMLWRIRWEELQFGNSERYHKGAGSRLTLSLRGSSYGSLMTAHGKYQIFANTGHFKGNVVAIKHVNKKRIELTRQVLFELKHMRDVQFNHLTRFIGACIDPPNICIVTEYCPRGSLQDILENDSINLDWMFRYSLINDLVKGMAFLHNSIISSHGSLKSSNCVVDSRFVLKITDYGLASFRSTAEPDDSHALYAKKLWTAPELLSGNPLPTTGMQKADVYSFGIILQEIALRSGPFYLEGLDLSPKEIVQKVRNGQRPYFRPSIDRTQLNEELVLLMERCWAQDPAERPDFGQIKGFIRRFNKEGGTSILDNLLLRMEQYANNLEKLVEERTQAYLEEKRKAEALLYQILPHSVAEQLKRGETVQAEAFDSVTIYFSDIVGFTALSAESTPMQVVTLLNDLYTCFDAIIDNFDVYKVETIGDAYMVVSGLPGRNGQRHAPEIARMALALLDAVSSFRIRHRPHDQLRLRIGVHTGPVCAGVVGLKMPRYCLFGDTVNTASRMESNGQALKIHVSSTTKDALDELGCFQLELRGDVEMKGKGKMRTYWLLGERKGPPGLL
Starred values were filed as active, the others as inactive. Not all compounds are listed (hit frequency here may not be typical).

Values run as follows: MBD2 inh | LEDGF integ inh | TDP2 absorb | PRMT1 FP inh | HTRA1 inhibitor | SIAE primary | TCR-CD3 inh | rCAG binder | ABHD4 inh | NPR2 activator
1	COc1ccccc1-n1cc(C(=O)NCC(=O)N2CCN(Cc3ccccc3)CC2)c2ccccc2c1=O
 : -1 | 4 | 8 | -1 | 8 | -2 | 9 | 0 | -1 | -3
2	O=C(NCc1cccnc1)C1CCN(S(=O)(=O)c2cccs2)CC1
 : 1 | 3 | 6 | -2 | 1 | 1 | 3 | 1 | -7 | 5
3	COc1cccc2cc(/C(=N/O)c3ccc(Br)cc3)oc12
 : -4 | 3 | -14 | 2 | -26 | -11 | -3 | 6 | -18 | -9
4	C=CCNC(=O)CN1C(=O)CSc2ccc(S(=O)(=O)N3CCOCC3)cc21
 : 5 | 2 | -1 | -2 | -1 | -1 | 0 | 1 | 4 | -4
5	COc1ccccc1Nc1nn2c(=O)c3ccc(C(=O)N4CCCC(C)C4)cc3nc2s1 (stereo unspecified)
 : -1 | -3 | -6 | 4 | -80 | -20 | 7 | 10 | -2 | 12
6	Cc1nn(CC(=O)NC(=O)NC2CCCC(C)C2C)c(=O)c(C#N)c1C (stereo unspecified)
 : 1 | -4 | -3 | 8 | -1 | 4 | 24* | 0 | -6 | -4
7	COc1ccccc1NC(=O)/C(C#N)=C/c1cc([N+](=O)[O-])ccc1N1CCCC1
 : -1 | 4 | 2 | -2 | -1 | 1 | 11 | 3 | -3 | -3
8	CC(C)Oc1ccc(C(=O)Nc2nc3ccccc3[nH]2)cc1
 : 2 | -4 | 6 | 1 | -2 | 3 | -7 | -1 | 3 | -1

Structural class, the compounds so far with sulfur.
Values run as follows: MBD2 inh | LEDGF integ inh | TDP2 absorb | PRMT1 FP inh | HTRA1 inhibitor | SIAE primary | TCR-CD3 inh | rCAG binder | ABHD4 inh | NPR2 activator
2	O=C(NCc1cccnc1)C1CCN(S(=O)(=O)c2cccs2)CC1
 : 1 | 3 | 6 | -2 | 1 | 1 | 3 | 1 | -7 | 5
4	C=CCNC(=O)CN1C(=O)CSc2ccc(S(=O)(=O)N3CCOCC3)cc21
 : 5 | 2 | -1 | -2 | -1 | -1 | 0 | 1 | 4 | -4
5	COc1ccccc1Nc1nn2c(=O)c3ccc(C(=O)N4CCCC(C)C4)cc3nc2s1 (stereo unspecified)
 : -1 | -3 | -6 | 4 | -80 | -20 | 7 | 10 | -2 | 12

Of the compounds above, these contain a cyano group:
Values run as follows: MBD2 inh | LEDGF integ inh | TDP2 absorb | PRMT1 FP inh | HTRA1 inhibitor | SIAE primary | TCR-CD3 inh | rCAG binder | ABHD4 inh | NPR2 activator
6	Cc1nn(CC(=O)NC(=O)NC2CCCC(C)C2C)c(=O)c(C#N)c1C (stereo unspecified)
 : 1 | -4 | -3 | 8 | -1 | 4 | 24* | 0 | -6 | -4
7	COc1ccccc1NC(=O)/C(C#N)=C/c1cc([N+](=O)[O-])ccc1N1CCCC1
 : -1 | 4 | 2 | -2 | -1 | 1 | 11 | 3 | -3 | -3

Quoted at random: 2 entries already listed
Values run as follows: MBD2 inh | LEDGF integ inh | TDP2 absorb | PRMT1 FP inh | HTRA1 inhibitor | SIAE primary | TCR-CD3 inh | rCAG binder | ABHD4 inh | NPR2 activator
4	C=CCNC(=O)CN1C(=O)CSc2ccc(S(=O)(=O)N3CCOCC3)cc21
 : 5 | 2 | -1 | -2 | -1 | -1 | 0 | 1 | 4 | -4
5	COc1ccccc1Nc1nn2c(=O)c3ccc(C(=O)N4CCCC(C)C4)cc3nc2s1 (stereo unspecified)
 : -1 | -3 | -6 | 4 | -80 | -20 | 7 | 10 | -2 | 12

From PubChem BioAssay
